Compound activity from PubChem BioAssay.
KDM4E inh – qHTS Assay for Inhibitors of Human Jumonji Domain Containing 2E (JMJD2E); hit rate 1.6% among 230,000; Lysine-specific demethylase 4E (Homo sapiens), B2RXH2; Potency, µM (top dose mostly 57.1 µM), inactives show at the top dose activity change, negative = inhibition, usual class: inhibitors; JMJD2E catalytic domain, FDH-coupled NADH fluorescence (FDH is formaldehyde dehydrogenase); AID 2147, 2009; active = well fitted inhibition curve with a large enough effect, not every such curve was filed as active; inconclusive = small, poorly fitted or top-dose-only effect, or another doubt; inactive = no such curve, though single readings can be large or run the other way;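 note: 0% = wells with enzyme and -100% = buffer wells without enzyme; nearly all actives have a fitted effect of over 50% in size; many of its hits are not listed in these tables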
SMN2 splice enh – qHTS Assay for Enhancers of SMN2 Splice Variant Expression; HEK293 SMN2-luciferase splicing reporter, luminescence, 30-36 h; Potency, µM (doses to about 46.1 µM), without a hit: at the top dose activity change, positive = activation, actives largely listed as activators; hit rate 2.8% among 210,000; AID 1458, 2008; note: % of control where 0% means no effect; nearly all actives have a fitted effect of over 55% in size
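HEK293 cells carry an SMN2 minigene-luciferase reporter in which exon 7 inclusion puts luciferase in frame. Cells were seeded at 2000 cells/well, attached for 10-12 hours, then exposed to compounds for 30-36 hours at 37C before ONE-Glo luminescence.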
aGlu spleen mod – qHTS Assay for Inhibitors and Activators of Human alpha-Glucosidase From Spleen Homogenate; human spleen homogenate, 4-MU-alpha-glucoside fluorescence; Lysosomal alpha-glucosidase (Homo sapiens), P10253; Potency, µM (highest dose often 79.9 µM), inactives show top-dose activity change, negative = inhibition, usual class: inhibitors; hit rate 0.006% among 240,000;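 note: 0% = enzyme with vehicle and -100% = no enzyme basal signal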
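Human spleen homogenate (1 ug) with 4-methylumbelliferyl-alpha-D-glucopyranoside (1 mM final) in 50 mM citrate/phosphate pH 5.0, 0.01% Tween-20; 40 min at 37 C. Stopped at pH 10; 4-MU fluorescence Ex 365/Em 440 nm; AC50 by Hill fit.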
GoLoco inh red – qHTS Assay for Inhibitors of RGS12 GoLoco Motif Activity (Red Fluorophore); AID 880, 2007; Guanine nucleotide-binding protein G(i) subunit alpha-1 (Homo sapiens), P63096; Gai1:RGS12 GoLoco peptide FP, rhodamine, 10 min; Potency, µM (doses to about 61.6 µM), for the others: top-dose activity, negative = inhibition, hits mostly inhibitors; hit rate 0.44% among 230,000; active = well fitted inhibition curve with a large enough effect, not every such curve was filed as active; inactive = no such curve, though single readings can be large or run the other way; note: % is set by controls: 0 for no effect and ±100 for the full control effect; nearly all actives have a fitted effect of over 30% in size; many of its hits are not listed in these tables
Target sequence (P63096 whole entry, looked up): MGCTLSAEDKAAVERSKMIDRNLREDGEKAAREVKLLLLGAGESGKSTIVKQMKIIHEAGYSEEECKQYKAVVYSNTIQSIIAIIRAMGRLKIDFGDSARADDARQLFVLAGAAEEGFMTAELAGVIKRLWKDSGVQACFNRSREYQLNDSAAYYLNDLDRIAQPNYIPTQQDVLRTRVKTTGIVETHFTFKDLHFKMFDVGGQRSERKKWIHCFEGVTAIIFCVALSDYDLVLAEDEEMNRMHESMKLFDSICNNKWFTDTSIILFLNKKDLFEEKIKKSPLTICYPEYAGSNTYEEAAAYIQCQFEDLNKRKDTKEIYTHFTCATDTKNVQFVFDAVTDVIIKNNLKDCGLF
GAA glycogen mod – qHTS Assay for Inhibitors and Activators of Human alpha-Glucosidase Cleavage of Glycogen. recombinant GAA, glycogen substrate, Amplex Red glucose oxidase fluorescence. Potency, µM (series often up to 76.4 µM), for inactives: top-dose activity change, negative = inhibition, most hits filed as inhibitors. hit rate 0.38% among 300,000. AID 2100, 2009;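 note: 0% = full enzyme reaction and -100% = no-enzyme basal signal; the screen sought inhibitors and activators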
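Recombinant human enzyme (4 nM); glycogen substrate; 37 C, 40 min, pH 5.0. Readout: coupled glucose oxidase/Amplex Red fluorescence.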
aGal spleen mod – qHTS Assay for Inhibitors and Activators of Human alpha-Galactosidase From Spleen Homogenate | human spleen homogenate, 4MU-alpha-Gal fluorescence, 40 min | Alpha-galactosidase A (Homo sapiens), P06280 | Potency, µM (highest dose often 80 µM), for the others: at the highest dose activity change, negative = inhibition, most hits filed as inhibitors | hit rate 0.008% among 240,000;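 note: 0% = enzyme with vehicle and -100% = no enzyme basal signal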
Target sequence (P06280 32-429 limits assumed): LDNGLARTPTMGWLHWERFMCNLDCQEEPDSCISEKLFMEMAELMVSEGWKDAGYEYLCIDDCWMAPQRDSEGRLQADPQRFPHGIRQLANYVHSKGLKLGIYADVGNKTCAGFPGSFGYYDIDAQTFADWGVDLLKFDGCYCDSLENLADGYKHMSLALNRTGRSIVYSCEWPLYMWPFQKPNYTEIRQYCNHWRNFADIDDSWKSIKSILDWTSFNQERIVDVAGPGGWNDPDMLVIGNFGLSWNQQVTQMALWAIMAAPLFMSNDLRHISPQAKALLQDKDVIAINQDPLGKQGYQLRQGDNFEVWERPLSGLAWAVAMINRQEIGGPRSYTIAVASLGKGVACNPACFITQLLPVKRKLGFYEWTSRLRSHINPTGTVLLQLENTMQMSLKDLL
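Human spleen homogenate (1 ug) as enzyme source, 4-methylumbelliferyl-alpha-D-galactopyranoside 1 mM final, citrate/phosphate pH 5.0 with 0.01% Tween-20. Compounds 40 min at 37C, NaOH/glycine stop; fluorescence Ex 365/Em 440, Hill-fit AC50.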
ALDH1A1 inh – qHTS Assay for Inhibitors of Aldehyde Dehydrogenase 1 (ALDH1A1); hit rate 7.3% among 220,000; Aldehyde dehydrogenase 1A1 (Homo sapiens), P00352; Purified ALDH1A1, NADH fluorescence, propionaldehyde substrate; Potency, µM (highest dose often 75.3 µM), for inactives: top-dose activity, negative = inhibition, actives largely listed as inhibitors; active = well fitted inhibition curve with a large enough effect, not every such curve was filed as active; inconclusive = small, poorly fitted or top-dose-only effect, or another doubt; inactive = no such curve, though single readings can be large or run the other way;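 note: plate controls were no enzyme wells and a reference inhibitor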
GAA inhib – qHTS Assay for Inhibitors of Human alpha-Glucosidase as a Potential Chaperone Treatment of Pompe Disease | Lysosomal alpha-glucosidase (Homo sapiens), P10253 | purified human GAA, 4-MU-alpha-glucoside fluorescence | Potency, µM (series often up to 76.9 µM), for inactives: at the highest dose activity change, negative = inhibition, actives largely listed as inhibitors | hit rate 0.005% among 200,000 | AID 1466, 2008;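 note: plate controls were uninhibited enzyme wells for no effect and no-enzyme background for full effect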
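Fluorogenic assay: 4 nM human alpha-glucosidase with 400 uM 4-methylumbelliferyl-alpha-D-pyranoside in 50 mM citrate/phosphate, 0.005% Tween-20, pH 5.0, 20 min at room temperature. Compounds tested up to 77 uM; AC50 from Hill fits.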
* marks the source's active call; other numbers are inactive results; u = inconclusive; x = not tested or not shown; & = joins results of further samples; ! = a repeat was not active; [ ] = another dose, or the depositor's remark. Unless noted, calls come from the whole dose curve; as a rule, active = well fitted curve in the direction sought with a large enough effect; inconclusive = small, poorly fitted or top-dose-only effect, or another doubt; inactive = no such curve, though single readings can be large; an effect the other way counts as inactive or inconclusive. Potency is the fitted concentration of half-maximal effect. Only part of the results is shown; rates above refer to the full screens.

smiles	aGal spleen mod	aGlu spleen mod	SMN2 splice enh	GoLoco inh red	GAA glycogen mod	ALDH1A1 inh	GAA inhib	KDM4E inh
CN(C)C(=O)c1ccc(-c2nc(NC3CCNCC3)c3ccccc3n2)cc1	-3%	0%	x	19%	x	-12%	x	x
Cn1c(CNC(=O)Cc2ccc3c(c2)OCO3)nnc1SCc1ccccc1	7%	-2%	x	x	7%	-3%	5%	-2%
N#Cc1c(NC(=O)c2nc3ncccn3n2)sc2c1CCCCC2	-1%	2%	7.9µM*	-9%	-6%	u	-9%	24%
CN(C)CCCn1c(-c2ccccc2)nc(=S)c2c1CCCC2	4%	-4%	-4%	-4%	-6%	13%	-4%	-1%
O=C(N/C=N/O)C1=NOC(CNc2ncc(C(F)(F)F)cc2Cl)C1 (configuration not stated)	-2%	-10%	-7%	-3%	-3%	10%	6%	3%
Cc1cccc(C(=O)Nc2c(C#N)c(C)c(C)n2Cc2ccccc2)c1	4%	-2%	-8%	-6%	-13%	2%	-5%	7%
COc1cc(NC(=O)COC(=O)CC(C)(C)C)c(C)cc1[N+](=O)[O-]	3%	4%	6%	13%	-1%	-7%	4%	-4%
CC(=O)CCc1oc2ccccc2c1-c1ccccc1	2%	3%	x	6%	-5%	x	-4%[15.4 µM]	5%
O=C(CNCc1ccccc1)Nc1ccccc1-c1ccccc1	4%	4%	-14%	3%	3%	u	-5%	2%
CCCCc1cc(=O)oc2cc(OCc3nn[nH]n3)c(Cl)cc12	12%	-1%	28%	5%	0%	u	5%	u
Cc1ccc(-n2cccn2)c(CN2CCC(CO)(CCc3ccccc3)CC2)c1	0%	4%	-20%	0%	3%	-3%	-10%	7%
Cc1cccc(N2CCN(C(=O)c3ccccn3)CC2C)c1 (configuration not stated)	3%	4%	-12%	4%	-1%	6%	-8%	2%
CCn1cc(C(=O)NCC2CCCO2)c2cc(OC)c(OC)cc2c1=O (configuration not stated)	-18%	6%	-3%	1%	1%	u	1%	u
O=c1/c(=C\c2ccc(F)cc2)sc2n1CCCN=2	4%	x	u	-6%	-8%	u	-11%	-1%
Cc1ccc(C(=O)N/C(=C\c2ccc3c(c2)OCO3)C(=O)Nc2ccc(C(=O)O)cc2)cc1	-9%	6%	3%	4%	5%	-54%	u	-14%
CCOc1ccc(NC(=O)CC2C(=O)N(c3ccccc3)C(=S)N2Cc2ccccn2)cc1 (configuration not stated)	-3%	-7%	-1%	-8%	-28%	u	-4%	1%
CC(=O)Nc1nc(C(=O)O)cs1	1%	7%	1%	1%	6%	0%	11%	-25%
CCOC(=O)C1CCN(c2ncnc3cc(OC)c(OC)cc23)CC1	8%	0%	x	-2%	2%	x	x	1%
COC(=O)C(C)(C(=O)OC)c1ccc([N+](=O)[O-])cn1	0%	-7%	-22%	4%	7%	0%	10%	3%
CNS(=O)(=O)c1cccc(C(=O)OCc2cc(C(C)=O)ccc2OC)c1	-1%	-14%	5%	-2%	2%	u	5%	-6%
CCCCNC(=S)Nc1cccc(C(C)=O)c1	-8%	5%	u	8%	-6%	5%	u	-26%
Nc1c(C(=O)N/N=C/c2ccc([N+](=O)[O-])cc2)sc2nnc(-c3ccccc3)c(-c3ccccc3)c12	-12%	4%	x	3%	-5%	x	x	4%
CCN(CC)S(=O)(=O)c1ccc(C)c(NC(=O)COC(=O)c2ccc(C)c(S(=O)(=O)N3CCOCC3)c2)c1	-1%	-3%	-13%	2%	-2%	-14%	-7%	4%
COc1ccc(C(=O)c2c[nH]c(C(=O)NCc3cccnc3)c2)cc1	-2%	-4%	-32%[inhibitor]	7%	0%	u	7%	-2%
C1CCCNCC1	-2%	2%	-3%	22µM*	x	22µM*	x	x
C=CCN1CCc2c(cc(O)c(O)c2Br)[C@@H](c2ccccc2)C1	10%&6%	-7%&3%	8%&12%	7%&-5%	x	-11%&7%	x	14µM*
Cc1ccn(C)c(=N)c1	-13%	1%	x	7%	7%	x	x	u
Clc1ccc(CNc2nc(N3CCOCC3)nc(N3CCOCC3)n2)cc1	-3%	2%	-8%	-8%	1%	1%	u	-7%
COc1ccccc1NC(=O)CSc1nc(O)cc(=O)[nH]1	-3%	-28%	u	22%	-3%	8%	-7%	10%
Cc1cc(N2CCN(Cc3cn(C)nc3-c3ccccc3F)CC2)cc(C)n1	4%	4%	x	11%	12%	u	1%	-7%
COc1ccc(Cc2noc(CN(C)CC3CCN(Cc4ccccc4)CC3)n2)cc1OC	5%	-2%	x	6%	6%	x	x	3%
CN(C)c1ccc(-c2nc(N(C)Cc3ccco3)c3ccccc3n2)cc1	u	17%	10µM*	14%	x	u	x	u
Cc1nc(C(=O)NNC(=O)c2ccccc2)c(C(F)(F)F)o1	-2%	-3%	x	-8%	7%	6%	-11%	-4%
COc1ccc2c(c1)CC/C2=N\OC(=O)c1cccc(C)c1	0%	11%	11%	5%	-2%	-7%	5%	-8%
CCn1c2ccccc2c2cc(/C=N/NC(=O)c3cc(O)cc(O)c3)ccc21	0%	-2%	x	1%	-6%	14%	-8%	7%
Cc1c(NC(=O)CSc2nnc(Nc3ccccc3)s2)c(=O)n(-c2ccccc2)n1C	-19%	-15%	-1%	7%	-1%	-3%	6%	-7%
COC(=O)Cc1ccc(NC(=S)NCc2ccc(Cl)cc2)cc1	2%	-10%	-12%	8%	-12%	5%	-19%	2%
CCCn1c(SCC(=O)Nc2nc(C)c(C(=O)OC)s2)nnc1C(C)C	3%	0%	-9%	-10%	1%	2%	-5%	8%
COc1ccc(-c2c3c(=O)n(C)c(=O)n(C)c3cn2-c2cc(OC)ccc2OC)cc1	6%	3%	5%	-9%	-8%	u	-4%	u
COc1ccccc1N1CCN(CCCNC(=O)Nc2ccccc2)CC1	0%	3%	2%	6%	1%	1%	2%	-10%
CN1CCN(S(=O)(=O)c2ccc(NC(=O)c3ccco3)cc2)CC1	0%	-5%	-15%	3%	0%	7%	-11%	6%
COCCn1c(N)c(N(Cc2ccccc2)C(=O)c2cc3ccccc3o2)c(=O)[nH]c1=O	6%	4%	3%	-4%	1%	-2%	1%	2%
COc1ccc(-c2nc3c4ccccc4ccn3c2CN2CCOCC2)cc1OC	-19%	0%	x	7%	3%	x	x	u
Cc1cc(C)cc(-c2nc(-c3ccncc3)no2)c1	-10%	4%	-18%	13%	-15%	-1%	u	-13%
Cc1ccc(-c2nc(-c3ccccn3)no2)cc1[N+](=O)[O-]	-2%	-10%	x	3%	-4%	x	x	-9%
COc1ccc(OCC(=O)N2CCN(C(=O)c3ccco3)CC2)cc1	0%	2%	9%	-1%	6%	10µM*	-1%	2%
COC(=O)[C@H](C)NC(=O)Nc1ccc(S(N)(=O)=O)cc1	-5%	1%	x	x	13%	6%	0%	-8%
CSc1nc(N2CCOCC2)c2c(c1C#N)CC(C)(C)OC2	-3%	-2%	13%	4%	0%	-5%	13%	-1%
CC(C)C1COC(c2cccc3ccccc23)=N1 (configuration not stated)	5%	-2%	22µM*	-8%	3%	-14%	4%[15.4 µM]	-5%
Cn1c(NC(=O)/C=C/c2ccccc2)cc(=O)n(C)c1=O	-2%	-4%	7.9µM*	6%	12%	u	-3%	-4%

Following part.
smiles	aGal spleen mod	aGlu spleen mod	SMN2 splice enh	GoLoco inh red	GAA glycogen mod	ALDH1A1 inh	GAA inhib	KDM4E inh
O=C(NC1=NCCS1)c1sc2cc(F)ccc2c1Cl	4%	0%	7.1µM*	-18%	6%	-15%	1%	4%
Cc1cc(-c2csc(NC(=O)c3ccc(=O)[nH]c3)n2)c(C)n1Cc1ccccc1	11%	7%	-31%[inhibitor]	55%[activator]	u	-13%	u	u
COc1cccc(-c2nc(Nc3ccncc3)c3ccccc3n2)c1	2%	0%	-31%[inhibitor]	4%	x	2%	x	u
COc1ccc(CNC(=O)c2cccnc2SC)cc1OC	1%	2%	x	-1%	-2%	13%	1%	9%
CCCCN(CC)C(=O)c1ccccc1Oc1ccccc1	3%	0%	-6%	-5%	-16%	-6%	-4%	-3%
Cc1ccccc1C(=O)OC1OC(=O)C(Cl)=C1Nc1ccccc1 (configuration not stated)	5%	-3%	1%	7%	-15%	-17%	-15%	-18%
O=C(Nc1ccc(S(=O)(=O)N2CCOCC2)cc1)C1CCCCC1	10%	8%	-8%	4%	4%	-7%	-6%	-7%
O=Cc1c(-[n+]2ccccc2)nc([O-])n1-c1ccccc1	-4%	-5%	-6%	5%	1%	-2%	-1%	-12%
COCCn1nnnc1C(c1ccccc1)N1CCN(C)CC1 (configuration not stated)	9%	-1%	1%	1%	-13%	2%	-5%	-1%
C=CCOC(=O)C1=C(C)OC(N)=C(C#N)C1c1ccc2c(c1)OCO2 (configuration not stated)	0%	5%	-7%	31%[activator]	u	u	-13%	8%
Cc1ccc(CNC(=O)[C@H](C)[C@H]2C[C@]2(C)[C@H](NC(=O)OCc2ccccc2)c2ccccc2)o1	-1%&3%	3%&-5%	-22%&-24%	13%&-9%	-28%	14µM*!	8%	-4%&0%
